CTSL1 counter – blocks F. hepatica cathepsin L1 in PFM18AAP counter-screen; recombinant F. hepatica cathepsin L1, Z-Leu-Arg-MCA fluorescence; inhibition, % at 5.96 µM; 0.49% of 300,000 active;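 active = inhibition above the mean of all tested compounds plus 3 SD, set per screening campaign, cut at about 17% in these data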;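 note: 0% = plate median of test compound wells and 100% = 1 µM Z-Phe-Ala-diazomethylketone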
PP1 counter – blocks human PP1-alpha phosphatase, a PP5 counter-screen; P62136; purified PP1alpha, OMFP fluorescence; inhibition, % at 6.7 µM; 0.9% of 320,000 active;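 active = inhibition above the mean inhibition of all tested compounds plus 3 SD, computed separately for each screening campaign, cut at about 15% in these data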
core dimer inh – blocks dimerization of HCV core protein. 0.33% of 300,000 active. inhibition, % at 5 µM. TR-FRET GST/Flag-core106 dimerization, 1536-well;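 active = inhibition above the mean of all tested compounds plus 3 SD, set per screening campaign, cut at about 45% in these data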
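Assay system: tagged HCV core106 pair (GST and Flag); medium: KF-containing HEPES buffer, pH 7.45, DTT, CHAPS, BSA; also added: Eu donor and XL665 acceptor anti-tag antibodies; dosing: 5 µM single dose; timing: compound-protein-antibody incubation 4 h at 22.5 °C; signal: TR-FRET 671 and 617 nm emission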
VLA-4 inh – inhibition in a human VLA-4 binding assay; P13612; VLA-4 expressing cells, ligand binding flow cytometry; inhibition, % (about 7 µM as worked out from the volumes in the protocol); 0.2% of 330,000 active; in the data active = inhibition above about 50%
Target sequence (P13612 whole entry, looked up): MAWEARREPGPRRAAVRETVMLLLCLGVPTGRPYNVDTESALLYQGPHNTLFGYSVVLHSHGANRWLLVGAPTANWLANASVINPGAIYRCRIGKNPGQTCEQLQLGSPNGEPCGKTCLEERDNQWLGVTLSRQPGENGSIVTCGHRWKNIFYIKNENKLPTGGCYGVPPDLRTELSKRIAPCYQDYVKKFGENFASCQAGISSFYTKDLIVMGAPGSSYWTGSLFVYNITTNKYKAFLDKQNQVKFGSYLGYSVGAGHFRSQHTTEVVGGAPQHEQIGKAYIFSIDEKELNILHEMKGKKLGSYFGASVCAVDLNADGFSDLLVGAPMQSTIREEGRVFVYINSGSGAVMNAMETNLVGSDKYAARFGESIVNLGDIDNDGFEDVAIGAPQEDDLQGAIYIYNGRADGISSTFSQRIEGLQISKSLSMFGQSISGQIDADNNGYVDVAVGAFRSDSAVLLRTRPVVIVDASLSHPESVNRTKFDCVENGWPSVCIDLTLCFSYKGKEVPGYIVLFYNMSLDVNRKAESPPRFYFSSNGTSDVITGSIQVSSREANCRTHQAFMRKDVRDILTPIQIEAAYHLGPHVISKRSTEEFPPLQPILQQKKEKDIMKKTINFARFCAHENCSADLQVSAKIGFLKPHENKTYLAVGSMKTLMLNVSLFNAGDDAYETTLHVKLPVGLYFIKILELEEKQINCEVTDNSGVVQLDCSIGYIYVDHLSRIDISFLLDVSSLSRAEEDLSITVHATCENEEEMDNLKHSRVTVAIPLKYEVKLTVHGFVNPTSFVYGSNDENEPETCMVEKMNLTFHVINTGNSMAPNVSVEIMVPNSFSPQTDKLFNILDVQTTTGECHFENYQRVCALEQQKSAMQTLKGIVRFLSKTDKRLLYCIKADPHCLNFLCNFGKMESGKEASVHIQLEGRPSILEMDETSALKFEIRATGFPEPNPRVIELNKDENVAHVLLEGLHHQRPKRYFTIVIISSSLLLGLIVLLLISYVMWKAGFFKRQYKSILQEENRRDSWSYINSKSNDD
PP5 primary – inhibitors of human protein phosphatase 5 (PP5); P53041; purified PP5c, OMFP substrate fluorescence; inhibition, % at 6.7 µM; 0.18% of 320,000 active;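 active = inhibition above the campaign's mean inhibition across all tested compounds plus 3 SD, cut at about 9.5% in these data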;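 note: 0% = DMSO only and 100% = 100 µM cantharidin control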
proCasp3 act – activates human procaspase-3. 0.11% of 330,000 active. activation, % at 8.5 µM. recombinant procaspase-3 D3A, Ac-DEVD-pNA absorbance 405 nm;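 active = activation above the mean of all tested compounds plus 3 SD, cut at about 21% in these data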;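 note: 0% = DMSO alone and 100% = DMSO wells spiked with extra 5 µM PC-3 D3A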
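Technique: 405 nm absorbance of p-nitroaniline, reads at 0 and 120 min; Test system: Procaspase-3 D3A mutant; Incubation: 1 h enzyme-compound preincubation, then 2 h substrate reaction, 25 °C; Repeats: singlicate, each compound tested once; Benchmarks: low control DMSO wells, high control DMSO plus 5 µM PC-3 D3A.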
GRK2 aptamer HTS – inhibitors of human GRK2 displacing RNA aptamer | inhibition of aptamer binding, % at 10 µM | AID 488847 | bead flow cytometry, FAM-aptamer displacement from GRK2 | P25098 | 0.59% of 330,000 active;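 active = inhibition of aptamer binding above 40%, roughly 3 SD of noise, on plates passing a quality check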;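 note: median bead fluorescence of bound FAM aptamer so fluorescent compounds give negative values; no value below 0 was filed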
procasp7 counter – counter-screen: procaspase-7 (human) activation; recombinant procaspase-7, Ac-DEVD-pNA absorbance 405 nm; D23A/D198A/D206A triple mutant, cannot self-cleave; scale: DMSO 0, 5 µM enzyme 100; activation, % at 8.5 µM; AID 463210; 0.093% of 330,000 active;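 active = percent activation above the screen-wide mean plus 3 SD, cut at about 25% in these data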
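Assay system: Uncleavable procaspase-7 mutant enzyme / Input: 2 µM procaspase-7 mutant as dispensed / Dosing: single nominal 8.5 µM compound dose, 0.8% DMSO final / Timing: 1 h enzyme–compound preincubation and 2 h substrate reaction, both 25 °C / Detection: p-Nitroaniline absorbance at 405 nm, read at 0 and 120 min / Replication: singlicate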
JMJD2C inh – inhibitors of human GASC-1 (JMJD2C) demethylase | Q9H3R0 | GST-JMJD2C(1-420) H3K9me3 demethylation, DELFIA europium | inhibition, % at 2.35 µM | 0.069% of 330,000 active | AID 2099;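 active = more than half of a compound's replicate wells show inhibition beyond 50%, single wells judged on their own value; inconclusive = some, but no more than half, of replicates pass 50% inhibition; inactive = no replicate passes 50% inhibition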;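 note: signal counts dimethyl H3K9 product captured on neutravidin plate; 0% = median of DMSO wells and 100% = 0.3 times that DMSO median; strong numbers were not always called active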
Active calls of the source: *.

Screening Cc1oncc1C(=O)NC1CCCCC1 returned CTSL1 counter 0, PP1 counter 1, core dimer inh -3, VLA-4 inh 28, PP5 primary -0.2, proCasp3 act 4, GRK2 aptamer HTS 1, procasp7 counter 7 and JMJD2C inh 10.
For Cc1nn2c(NCCOCCO)c3c(nc2c1-c1ccccc1)CCCC3 the results were CTSL1 counter 3, PP1 counter -1, core dimer inh -9, VLA-4 inh 14, PP5 primary 0.9, proCasp3 act -6, GRK2 aptamer HTS 4, procasp7 counter 11 and JMJD2C inh inactive.
Screening CC1=C(OC(=O)C(C)(C)C)C(C)(C)C(c2ccccc2)OC1=O (stereo not given) returned CTSL1 counter 0, PP1 counter 2, core dimer inh 3, VLA-4 inh 4, PP5 primary 5.4, proCasp3 act 6, GRK2 aptamer HTS 2, procasp7 counter -6 and JMJD2C inh 21.
Screening CC1(C)CC(O)(CCNCc2ccc3c(c2)OCO3)CCO1 (stereo not given) returned CTSL1 counter 1, PP1 counter -11, core dimer inh 0, VLA-4 inh 8, PP5 primary -1.4, proCasp3 act -4, GRK2 aptamer HTS 0, procasp7 counter -6 and JMJD2C inh -7.
`CC(=O)Nc1ccc(S(=O)(=O)N(CCO)Cc2ccccc2)cc1` gave CTSL1 counter 0, PP1 counter 3, core dimer inh -9, VLA-4 inh 47, PP5 primary 3.9, proCasp3 act -5, GRK2 aptamer HTS 0, procasp7 counter 12 and JMJD2C inh -1.
For COc1ccc(-n2ncc3c(SCC(=O)NNC(C)=O)ncnc32)cc1 the results were CTSL1 counter -3, PP1 counter -3, core dimer inh 7, VLA-4 inh 5, PP5 primary -0.1, proCasp3 act -1, GRK2 aptamer HTS 0, procasp7 counter 1 and JMJD2C inh -5.
`Cc1cc(C)nc(Nc2n[nH]c(COc3ccccc3)n2)n1` gave CTSL1 counter 0, PP1 counter -4, core dimer inh 2, VLA-4 inh 20, PP5 primary 2.8, proCasp3 act 5, GRK2 aptamer HTS 0, procasp7 counter 6 and JMJD2C inh -5.
For COc1ccc(NC(=O)CN(C)C(C)C(=O)NC(=O)NC2CCCCC2)cc1 (stereo not given) the results were CTSL1 counter -3, PP1 counter -15, core dimer inh -1, VLA-4 inh -9, PP5 primary -3.6, proCasp3 act -6, GRK2 aptamer HTS 3, procasp7 counter -3 and JMJD2C inh 12.
`Cc1cc(C)c2[nH]c(O)c(N=NC3=NC(=O)CS3)c2c1` gave CTSL1 counter 8, PP1 counter -3, core dimer inh -11, VLA-4 inh 4, PP5 primary 2.8, proCasp3 act 4, GRK2 aptamer HTS 0, procasp7 counter 4 and JMJD2C inh -6.
Screening CCN1CCN(C(CNS(=O)(=O)c2ccc(F)cc2)c2cccnc2)CC1 (stereo not given) returned CTSL1 counter -3, PP1 counter -4, core dimer inh 6, VLA-4 inh -15, PP5 primary 1.8, proCasp3 act -8, GRK2 aptamer HTS 0, procasp7 counter 6 and JMJD2C inh 18.
Screening COC(=O)CSc1nc2cc3c(cc2cc1C)OCCO3 returned CTSL1 counter 3, PP1 counter 3, core dimer inh -13, VLA-4 inh -10, PP5 primary 5.2, proCasp3 act 4, GRK2 aptamer HTS 0, procasp7 counter -1 and JMJD2C inh -2.
For Cc1ccc(NC(=O)CSc2nc3ccccc3c(=O)n2CCCC(=O)NCCCN2CCOCC2)cc1C the results were CTSL1 counter 3, PP1 counter -3, core dimer inh -4, VLA-4 inh -3, PP5 primary 1.1, proCasp3 act 0, GRK2 aptamer HTS 5, procasp7 counter 9 and JMJD2C inh -1.
For CCc1ccc(C(=O)Nc2cccnc2Oc2ccc(Cl)cc2)cc1 the results were CTSL1 counter 3, PP1 counter -1, core dimer inh 0, VLA-4 inh -8, PP5 primary 0.1, proCasp3 act -13, GRK2 aptamer HTS 0, procasp7 counter -1 and JMJD2C inh 0.
`Cc1nc(N2CCOCC2)c2c(C)c(C(=O)Nc3ccc(F)cc3F)sc2n1` gave CTSL1 counter -5, PP1 counter -4, core dimer inh 7, VLA-4 inh 4, PP5 primary 0.6, proCasp3 act -1, GRK2 aptamer HTS 0, procasp7 counter 1 and JMJD2C inh -1.
For O=C(O)/C=C/C(=O)NCc1csc2ccccc12 the results were CTSL1 counter 2, PP1 counter 2, core dimer inh -4, VLA-4 inh 6, PP5 primary -0.8, proCasp3 act 0, GRK2 aptamer HTS 3, procasp7 counter -5 and JMJD2C inh 2.
O=C(CNC(=O)c1ccccc1)OC(C(=O)c1ccccc1)c1ccccc1 (stereo not given) was read as CTSL1 counter 18*, PP1 counter 1, core dimer inh -4, VLA-4 inh 8, PP5 primary 0.1, proCasp3 act -6, GRK2 aptamer HTS 2, procasp7 counter -2 and JMJD2C inh -5.
`CN(C(=O)COC(=O)C1(C)CC1(Cl)Cl)c1c(N)n(Cc2ccccc2)c(=O)[nH]c1=O` (stereo not given) gave PP1 counter 2, VLA-4 inh -6, PP5 primary 1.2, proCasp3 act 9, GRK2 aptamer HTS 0, procasp7 counter -2 and JMJD2C inh -18.
`CCCCOc1ccc(C(=O)NN2CCN(C)CC2)cc1` gave CTSL1 counter -1, PP1 counter -3, core dimer inh 3, VLA-4 inh 8, PP5 primary -5.5, proCasp3 act -8, GRK2 aptamer HTS 0, procasp7 counter 12 and JMJD2C inh 2.
`O=C(c1cccc([N+](=O)[O-])c1)N1CCN(c2ccc(Cl)cc2)CC1` gave CTSL1 counter 2, PP1 counter -2, core dimer inh -1, VLA-4 inh -4, PP5 primary 3.9, proCasp3 act -1, GRK2 aptamer HTS 2, procasp7 counter 2 and JMJD2C inh -17.
`O=C(COc1ccc(C(=S)N2CCCC2)cc1)Nc1ccc(F)cc1` gave CTSL1 counter 2, PP1 counter -2, core dimer inh 2, VLA-4 inh 12, PP5 primary 0.1, proCasp3 act -3, GRK2 aptamer HTS 2, procasp7 counter 1 and JMJD2C inh 10.
COc1ccccc1NC(=O)C(=O)N1N=C(C(C)C)CC1(O)C(F)(F)F (stereo not given) was read as CTSL1 counter 6, PP1 counter -2, core dimer inh -2, VLA-4 inh 5, PP5 primary 2.0, proCasp3 act 1, GRK2 aptamer HTS 3, procasp7 counter -1 and JMJD2C inh -23.
For CCOc1cc(C(=O)Nc2cc(C(=O)OC)ccc2C)ccc1OCC(=O)N1CCOCC1 the results were PP1 counter -3, VLA-4 inh -12, PP5 primary 1.1, proCasp3 act 5, GRK2 aptamer HTS 0, procasp7 counter 2 and JMJD2C inh -1.
For O=C(NC1CCS(=O)(=O)C1)N1CCCCC1 (stereo not given) the results were CTSL1 counter 2, PP1 counter -2, core dimer inh 8, VLA-4 inh -7, PP5 primary 0.3, proCasp3 act 8, GRK2 aptamer HTS 1, procasp7 counter 5 and JMJD2C inh 25.
CCS(=O)(=O)c1ccc(O)c(NC(=O)COc2ccc(Cl)cc2)c1 was read as CTSL1 counter -3, PP1 counter 1, core dimer inh -1, VLA-4 inh 5, PP5 primary 1.6, proCasp3 act 2, GRK2 aptamer HTS 0, procasp7 counter -4 and JMJD2C inh 3.
`COc1ccc(-n2c3c(cc(C(=O)Nc4ccc(C)cc4)c2=O)C(=O)CCC3)cc1` gave CTSL1 counter -3, PP1 counter 1, core dimer inh -4, VLA-4 inh 8, PP5 primary 1.2, proCasp3 act 0, GRK2 aptamer HTS 2 and procasp7 counter 8.
For O=C(C[C@H]1C/C=C\C[C@H](Cc2ccc(F)cc2)C(=O)O[C@@H](c2ccccc2)CNC1=O)N[C@@H](CO)Cc1ccccc1 the results were VLA-4 inh -1, proCasp3 act 6, GRK2 aptamer HTS 0 and procasp7 counter 2.
COC(=O)C1=C(N)Oc2cc(C)n(Cc3cccnc3)c(=O)c2C1c1cccc(OC)c1OC (stereo not given) was read as CTSL1 counter 2, PP1 counter -2, core dimer inh -4, VLA-4 inh -2, PP5 primary -3.0, proCasp3 act 9, GRK2 aptamer HTS 9, procasp7 counter 9 and JMJD2C inh 2.
Screening COC(=O)N1[C@H](C)C=C[C@]1(Cc1ccccc1)C(=O)O returned CTSL1 counter -3, PP1 counter 0, core dimer inh -16, VLA-4 inh 7, PP5 primary 2.6, proCasp3 act -9, GRK2 aptamer HTS 5, procasp7 counter 9 and JMJD2C inh -7.
Screening CCc1nnc(NC(=O)C2=CCN(S(=O)(=O)c3ccc(F)cc3)CC2)s1 returned CTSL1 counter -1, PP1 counter -8, core dimer inh 4, VLA-4 inh 2, PP5 primary -1.7, proCasp3 act 2, GRK2 aptamer HTS 0, procasp7 counter 4 and JMJD2C inh 19.
`CCN1C(=O)[C@H]2[C@@H](c3ccc(-c4cccc(Cl)c4)cc3)N[C@@](C)(C(=O)OC)[C@H]2C1=O` gave CTSL1 counter 2, PP1 counter -1, core dimer inh 9, VLA-4 inh 18, PP5 primary 0.9, proCasp3 act 3, GRK2 aptamer HTS 1, procasp7 counter -9 and JMJD2C inh inconclusive.
Cc1cccc(-n2ncc3c(NC(C)C)ncnc32)c1 was read as CTSL1 counter 4, PP1 counter -1, core dimer inh -1, VLA-4 inh 2, PP5 primary 3.9, proCasp3 act 9, GRK2 aptamer HTS 0, procasp7 counter 4 and JMJD2C inh 4.
For COc1cc(C)ccc1OCc1cc(C(=O)N(Cc2c(C)nn(C)c2C)C2CC2)no1 the results were CTSL1 counter -2, PP1 counter -4, core dimer inh 4, VLA-4 inh 25, PP5 primary -1.1, proCasp3 act 3, GRK2 aptamer HTS 3, procasp7 counter 6 and JMJD2C inh -16.
N#CCSc1nccc(-c2cc(Cl)sc2Cl)n1 was read as CTSL1 counter 5, PP1 counter -5, core dimer inh 3, VLA-4 inh 15, PP5 primary 4.8, proCasp3 act -2, GRK2 aptamer HTS 4, procasp7 counter 2 and JMJD2C inh -6.
Screening O=C(Nc1cc(C(F)(F)F)ccc1N1CCCCC1)c1cccc([N+](=O)[O-])c1 returned CTSL1 counter -5, PP1 counter 0, core dimer inh 1, VLA-4 inh 14, PP5 primary 6.9, proCasp3 act 7, GRK2 aptamer HTS 0, procasp7 counter -4 and JMJD2C inh 6.
For Nc1c(C(=O)N/N=C/c2ccccc2)cnn1-c1ccccc1 the results were CTSL1 counter 0, PP1 counter -1, core dimer inh -1, VLA-4 inh 12, PP5 primary -1.0, proCasp3 act 2, GRK2 aptamer HTS 0, procasp7 counter 4 and JMJD2C inh 7.
COC(=O)c1ccc(OCC(O)Cn2nnc3ccccc32)cc1 (stereo not given) was read as CTSL1 counter 5, PP1 counter -6, core dimer inh -4, VLA-4 inh 7, PP5 primary 0.9, proCasp3 act -6, GRK2 aptamer HTS 3, procasp7 counter 6 and JMJD2C inh -4.

Retrieved by compound from the list above:
Cc1cccc(-n2ncc3c(NC(C)C)ncnc32)c1 was read as CTSL1 counter 4, PP1 counter -1, core dimer inh -1, VLA-4 inh 2, PP5 primary 3.9, proCasp3 act 9, GRK2 aptamer HTS 0, procasp7 counter 4 and JMJD2C inh 4.
For Nc1c(C(=O)N/N=C/c2ccccc2)cnn1-c1ccccc1 the results were CTSL1 counter 0, PP1 counter -1, core dimer inh -1, VLA-4 inh 12, PP5 primary -1.0, proCasp3 act 2, GRK2 aptamer HTS 0, procasp7 counter 4 and JMJD2C inh 7.
